HKDC1 inh – blocks human hexokinase HKDC1 activity. recombinant HKDC1, G6PDH/diaphorase resazurin coupled fluorescence. inhibition, % at 20 µM. 340,000 tested, 0.16% active. Q2TB90. AID 493160;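 active = inhibition above about 35% when tested at 20 µM, limit read from the data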;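 also: plate controls were DMSO wells with enzyme for no effect and DMSO wells lacking enzyme for full effect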
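Material: recombinant HKDC1 hexokinase; Amount: HKDC1 at 5 µg/mL; Medium: Tris pH 8.0 buffer with MgCl2, Tween-20, BSA, BME; Schedule: 90 min reaction incubation at room temperature, dark; Technique: coupled resazurin fluorescence, excitation 525 nm, emission 613 nm.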
SENP6 inh – blocks the human protease SENP6 | Q9GZR1 | Recombinant SENP6 catalytic domain, aminoluciferin luminescence | inhibition, % at 10 µM | 330,000 tested, 1.8% active;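 active = inhibition above about 50% at the single tested dose, limit read from the data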;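 also: plate controls were DMSO wells with enzyme for no effect and DMSO wells lacking enzyme for full effect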
Target sequence (Q9GZR1 628-1112 limits assumed): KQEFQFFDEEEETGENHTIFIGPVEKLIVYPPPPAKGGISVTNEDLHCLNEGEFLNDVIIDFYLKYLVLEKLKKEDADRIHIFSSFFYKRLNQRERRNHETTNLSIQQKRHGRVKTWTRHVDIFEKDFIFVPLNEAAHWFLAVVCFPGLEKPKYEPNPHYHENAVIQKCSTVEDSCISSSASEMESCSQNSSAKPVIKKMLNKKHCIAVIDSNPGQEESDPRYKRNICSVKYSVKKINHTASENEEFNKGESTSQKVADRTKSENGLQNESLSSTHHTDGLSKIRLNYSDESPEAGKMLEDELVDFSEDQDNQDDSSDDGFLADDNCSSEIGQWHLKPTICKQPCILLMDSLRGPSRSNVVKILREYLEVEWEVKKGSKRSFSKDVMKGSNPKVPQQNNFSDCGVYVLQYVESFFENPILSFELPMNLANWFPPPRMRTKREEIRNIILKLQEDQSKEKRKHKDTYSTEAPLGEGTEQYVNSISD
SENP7 inh – SENP7 protease inhibition | inhibition, % at 5 µM | recombinant SENP7, Z-RLRGG-aminoluciferin luminescence, 40 min | Q9BQF6 | 330,000 tested, 1.5% active | AID 434973;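 active = inhibition above about 50% at the single test dose, limit read from the data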;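 also: plate controls were DMSO with enzyme for no effect and no enzyme buffer wells for full effect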
Target sequence (Q9BQF6 706-1050 limits assumed): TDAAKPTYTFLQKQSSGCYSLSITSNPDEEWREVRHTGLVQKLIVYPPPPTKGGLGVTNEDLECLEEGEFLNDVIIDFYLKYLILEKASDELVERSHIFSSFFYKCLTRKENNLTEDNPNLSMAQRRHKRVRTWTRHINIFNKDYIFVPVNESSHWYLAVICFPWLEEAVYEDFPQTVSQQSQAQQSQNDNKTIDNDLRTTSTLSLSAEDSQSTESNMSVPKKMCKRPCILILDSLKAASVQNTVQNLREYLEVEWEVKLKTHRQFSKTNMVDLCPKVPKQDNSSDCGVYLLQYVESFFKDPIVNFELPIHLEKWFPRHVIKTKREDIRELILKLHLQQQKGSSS
Apaf-1 inh – blocks human Apaf-1 apoptosome activity; inhibition, % at 20 µM; reconstituted apoptosome caspase-3 activity, DEVD-Rh110 fluorescence; O14727; 330,000 tested, 0.71% active; AID 489030; active = inhibition of at least 40% at 20 µM;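 also: plate controls were DMSO wells for no effect and DEVD-CHO caspase inhibitor wells for full effect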
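Material: reconstituted apoptosome with Apaf-1, cytochrome c, caspase-9, procaspase-3, dATP; medium: pH 7.5 Hepes buffer with CHAPS, BSA, DTT; also added: cytochrome c and DEVD-Rh110 substrate; timing: 30 min plus 50 min, RT; signal: Rh110 fluorescence intensity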
SENP1 FRET inh – SENP1 (human) catalytic domain inhibition; Q9P0U3; recombinant SENP1 catalytic domain, CyPet-SUMO1-YPet FRET cleavage; inhibition, % at 10 µM; 360,000 tested, 0.21% active; AID 624204;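 active = inhibition at least 30% at 10 µM, raw YFP signal under a set limit, fluorescence ratio 0.5 to 1.5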;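 also: 0% = enzyme with DMSO and 100% = no enzyme wells; some results filed as inactive read as strong as hits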
Target sequence (Q9P0U3 419-644 limits assumed): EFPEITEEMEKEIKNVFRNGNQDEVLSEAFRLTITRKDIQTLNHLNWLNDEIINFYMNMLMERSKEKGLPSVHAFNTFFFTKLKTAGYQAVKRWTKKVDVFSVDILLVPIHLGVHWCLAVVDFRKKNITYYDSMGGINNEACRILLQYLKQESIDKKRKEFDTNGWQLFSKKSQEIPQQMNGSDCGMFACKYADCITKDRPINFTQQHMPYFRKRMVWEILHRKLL
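Material – human SENP1 catalytic domain · Input – SENP1 enzyme, 20 pM final · Compound dosing – single concentration of 10 µM compound, 0.5% DMSO final · Timing – enzyme reaction for 50 min at room temperature, dark · Measured by – FRET fluorescence in CFP and YFP emission channels · Control set – no-enzyme wells low, DMSO-plus-enzyme wells high control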
PfGluPho inh – PfG6PD (Plasmodium falciparum) enzyme inhibition; PfGluPho enzyme, NADPH resazurin-diaphorase fluorescence; inhibition, % at 20 µM; 350,000 tested, 0.78% active; AID 504690;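 active = inhibition reaching at least a set limit at 20 µM in the primary screen, cut at about 59% in these data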;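 also: 0% = DMSO wells with substrate and 100% = DMSO wells lacking glucose-6-phosphate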
SENP8 block-1 – SENP8 (human) protease inhibition. 360,000 tested, 0.64% active. inhibition, % at 20 µM. recombinant SENP8, Nedd8 substrate fluorescence. Q96LD8. AID 602440; in the data active = inhibition mostly above about 40%, no sharp cut-off; inactive = mostly below about 27%
SENP8 block-2 – SENP8 protease inhibition. Q96LD8. purified SENP8, Z-RLRGG-aminoluciferin cleavage, luminescence. inhibition, % at 10 µM. 330,000 tested, 1.2% active. AID 2540; in the data active = inhibition above about 50%
An asterisk follows results filed as active; . = not tested or not shown.

SMILES	HKDC1 inh	SENP6 inh	SENP7 inh	Apaf-1 inh	SENP1 FRET inh	PfGluPho inh	SENP8 block-1	SENP8 block-2
Cc1ccc(NC(=O)C2CC(=O)n3c(nc4ccccc43)N2)cc1 (stereo unspecified)	-8.1	-23.3	0.8	-5.4	4.6	5.8	8.2	1.2
CCOc1ccc(NC(=O)CN(C)S(=O)(=O)c2ccc3c(c2)CCC(=O)N3)cc1	-4.3	-10.1	-4.7	4.6	-0.9	6.5	8.4	-2.2
COc1ccc(C(=O)OCC(=O)NC2CC2)cc1S(=O)(=O)Nc1ccc(C)cc1	-5.1	-12.0	-9.5	4.3	1.3	-1.1	8.1	-3.5
Cc1cc(C(=O)NNC(=S)NCC(C)C)cs1	5.5	6.1	4.2	7.5	2.4	-10.9	17.8	-2.4
O=C(CSc1nc2ncc(Cl)cc2[nH]1)NCC(=O)Nc1ccc(F)c(F)c1F	-0.2	-21.1	-10.9	-1.3	0.1	79.0*	8.0	-1.9
Cc1ccc(NC(=O)C(Cc2ccccc2)N2C(=O)C3C4CCC(C4)C3C2=O)cc1Cl (stereo unspecified)	-1.3	-16.3	-9.6	14.4	0.2	11.6	5.0	-3.7
O=C(NC1CC1)c1ccc(NS(=O)(=O)c2ccc(F)cc2)cc1	-2.4	-3.2	-2.9	-5.1	-2.2	5.2	24.6	0.6
S=C(NCCCn1ccnc1)NC1CCCCC1	0.4	-4.5	1.2	-0.8	-1.9	-12.5	3.7	-2.0
Cc1ccc(S(=O)(=O)CCN2CCN(c3ccccc3)CC2)cc1	-3.1	2.3	10.9	-0.8	-0.5	6.6	3.8	-0.8
O=C(NNC(=S)NC1CC2C=CC1C2)c1ccncc1 (stereo unspecified)	0.0	-13.8	5.0	-7.5	-0.6	-16.9	11.0	0.2
CCN(CC(=O)NCc1cccs1)C(=O)c1ccc(S(=O)(=O)N(C)c2ccccc2)cc1	-7.3	2.2	5.7	5.9	3.3	1.5	6.0	-1.7
CN(C)CCn1c2c(c(SCC(=O)Nc3nccs3)nc1=O)CCCC2	-1.9	-6.9	1.5	-0.3	1.3	2.3	2.5	3.6

In the list so far, 2 have fluorine.
SMILES	HKDC1 inh	SENP6 inh	SENP7 inh	Apaf-1 inh	SENP1 FRET inh	PfGluPho inh	SENP8 block-1	SENP8 block-2
O=C(CSc1nc2ncc(Cl)cc2[nH]1)NCC(=O)Nc1ccc(F)c(F)c1F	-0.2	-21.1	-10.9	-1.3	0.1	79.0*	8.0	-1.9
O=C(NC1CC1)c1ccc(NS(=O)(=O)c2ccc(F)cc2)cc1	-2.4	-3.2	-2.9	-5.1	-2.2	5.2	24.6	0.6

(next part)
SMILES	HKDC1 inh	SENP6 inh	SENP7 inh	Apaf-1 inh	SENP1 FRET inh	PfGluPho inh	SENP8 block-1	SENP8 block-2
Cc1c(CC(=O)NCCCCCC(=O)O)c(=O)oc2cc3c(cc12)CCC(C)(C)O3	6.4	11.0	-4.8	9.7	-1.0	6.8	-296.3	2.9
CCOC(=O)CSc1nnc(-c2ccc(S(=O)(=O)N3CCC(C)CC3)cc2)o1	-10.3	-7.8	-4.1	3.1	4.2	-4.5	21.8	-11.2
CCOC(=O)c1c(NC(=O)CN2CCN(C)CC2)sc(C(=O)Nc2ccccc2)c1C	-8.7	4.6	3.7	13.7	1.4	9.2	8.7	-8.4
COc1cc(NC(=O)c2cc(-c3ccco3)on2)cc(OC)c1OC	2.4	-17.2	-11.8	9.2	1.4	2.2	4.5	8.7
Cn1nc(C(=O)N2CCN(C(c3ccccc3)c3ccccc3)CC2)c2ccccc2c1=O	9.4	-24.3	5.1	-1.7	0.6	-19.6	1.6	-5.8
Cc1ccc(C(=O)NN=C2CCCC2)cc1C	-3.1	-5.3	-3.9	-13.1	-0.1	5.8	18.0	1.6
CCN(Cc1cc2cc(C)ccc2[nH]c1=O)S(=O)(=O)c1ccccc1	-2.4	-3.6	2.0	16.9	-0.6	-3.2	-106.8	-2.3
Cc1sc2nc(C(C)C)nc(SCC(=O)N3CCN(C(=O)c4ccco4)CC3)c2c1C	14.4	-7.0	1.3	4.5	-3.7	-5.0	-29.4	-3.0
CCc1cccc2c(C(=O)CSc3nnc(-c4ccoc4C)n3C)c[nH]c12	4.5	11.5	-3.0	11.2	-0.7	7.3	12.2	7.2
CSc1ccc(N2CCN(CCCNC(=O)Nc3ccccc3F)CC2)cc1	-3.9	-2.1	5.3	-0.4	1.9	-6.6	16.9	0.2
CCC(Cc1ccccc1)NC(=O)/C=C/c1ccco1 (stereo unspecified)	-4.6	8.8	-2.2	0.5	-11.7	0.9	-5.8	-2.3
CC1CN(CC(=O)NN=C(c2ccccc2)c2ccccc2)CC(C)O1 (stereo unspecified)	-7.4	-31.8	1.5	-2.8	2.0	-8.2	17.0	2.9
CCN1CCN(CCNC(=O)c2ccc(CS(=O)c3ccc(Br)cc3)o2)CC1 (stereo unspecified)	-5.9	-3.7	-4.6	-13.3	1.1	15.0	7.2	-0.3
Cn1c(=O)c2c(nc(NCCNC(=O)c3ccco3)n2Cc2ccc(F)cc2)n(C)c1=O	1.4	-5.0	-9.7	-1.7	0.6	-8.0	6.3	-7.2
Cc1ccccc1N1C(N)=NC(N)=NC1(C)C	-6.8	-6.0	0.0	1.5	.	-6.4	.	5.7
O=C(c1n[nH]c2c1CCCC2)n1ccnc1	.	-13.4	-1.1	-7.3	.	.	.	0.8
Cc1ccc(Oc2c(F)c(F)nc(N3CCCC3)c2F)cc1	-0.2	-1.7	7.1	-2.5	1.4	17.8	-9.3	2.7
Cc1ccc(NC(=O)Nc2ccc(F)cc2)nc1	2.7	8.2	12.3	-4.6	1.2	-2.4	27.2	-10.7
Nc1nnc(CCS(=O)(=O)c2ccc(Cl)cc2)s1	3.3	-22.9	-2.7	-6.4	-0.8	-8.1	7.8	1.1
O=C1CC(=O)CC(c2ccccc2)C1	-9.5	0.0	-4.0	-15.0	0.0	2.1	0.9	-8.0
C(=N\c1ncnc2sccc12)/NOCc1ccccc1	-1.9	3.7	2.0	-17.8	2.3	3.5	25.6	6.2
CC(=O)N1CCN(C(=O)Nc2cccc(C(F)(F)F)c2)CC1	-5.6	4.1	3.4	-1.9	2.5	-7.6	19.6	-4.9
CNc1nc(C(=O)O)nc(N2CCOCC2)n1	-8.1	17.5	-5.6	-9.9	-6.5	-13.4	-26.2	11.0
Cc1ccnc(NCn2nnc3ccccc32)c1	-3.7	-11.7	-0.4	-32.0	0.6	-2.9	3.3	-4.8
COc1ccccc1NC(=O)C1CCCN1S(=O)(=O)c1ccc(Cl)cc1 (stereo unspecified)	-1.7	4.5	-6.9	5.0	-0.1	3.5	8.0	-6.7
CCc1cc(=O)oc2cc(C)cc(OCC(=O)NC3CCN(Cc4ccccc4)CC3)c12	-5.7	-10.5	-12.8	7.6	-0.9	5.0	-232.5	-2.2
CCN(C[C@H]1N[C@@](CC)(C(=O)OC)[C@H]2C(=O)N(C)C(=O)[C@@H]12)C(=O)Nc1ccc(F)cc1	-7.1	-20.9	5.5	-7.6	1.0	0.3	14.1	-8.6
NC(=O)c1cn(-c2ccccc2)nc1-c1cccnc1	0.8	-13.9	-6.6	5.0	2.3	-4.6	21.6	-7.3
Cc1ccc(C(C)C)c(OCCNS(C)(=O)=O)c1	-2.2	-0.5	-1.5	2.4	1.0	10.8	16.6	-6.9
Cc1cccc(NC(=O)c2ccc(S(=O)(=O)N3CCC(C)CC3)cc2)n1	-2.7	-8.3	-4.1	8.8	1.0	-1.2	3.6	-2.6
CCn1c(=O)n(CC)c2cc(S(=O)(=O)Nc3ccccc3C)c(C)cc21	-2.8	-9.5	-4.4	-11.7	0.9	-12.1	10.4	-0.2
C(=N\Nc1nc2ccccc2s1)/c1ccc2c(c1)OCO2	-17.1	66.7*	88.6*	9.5	-2.2	13.8	-237.5	55.1*
CC1(C)CC(=O)C=C(NC2CCCCC2)C1	1.7	-11.8	28.5	4.1	-0.5	-2.4	4.8	-14.5
O=c1sc2ccccc2n1CCCOc1ccccc1	-0.2	-22.8	-11.7	15.8	0.9	2.7	19.1	-12.1
CC(C)(C)c1ccc(C(=O)NNc2ccc(F)cc2F)cc1	-2.3	-12.4	-3.5	2.9	1.0	24.0	13.3	-1.5
C[C@H]1CN([C@@H](C)CO)C(=O)Cc2cc(NS(C)(=O)=O)ccc2O[C@@H]1CN(C)CC1CC1	-6.6	8.1	-0.2	-1.8	0.9	-6.2	8.6	4.6
Cc1ccccc1NC(=O)CNc1ccccc1N1CCCCC1	3.4	4.5	6.0	17.8	0.8	-4.3	23.1	0.3
CCN(CC(=O)NCCCN1CCOCC1)S(=O)(=O)c1cc(Cl)ccc1Cl	-7.9	-12.0	7.7	9.2	1.7	10.0	6.4	1.2
S=C(N/N=C/c1ccc(Cl)c(Cl)c1)Nc1ccccc1Cl	-5.0	2.0	22.2	3.0	0.2	-2.7	6.3	0.6
COC(=O)c1cc(=O)n(CCc2ccc(OC)c(OC)c2)c(=Nc2ccc(F)c(Cl)c2)s1	11.5	-8.4	2.1	19.2	2.5	24.5	23.7	-0.7
Cc1ccc(C(=O)N(C)CC(=O)Nc2ccc(F)c(F)c2F)o1	-3.2	7.2	-8.5	-3.4	2.1	-16.0	15.8	0.7
Cc1cc(=O)[nH]c(N2CCOCC2)n1	-8.7	-9.8	6.8	-3.8	-0.7	-10.9	6.8	7.5
S=c1[nH]nc(-c2ccccn2)n1/N=C/c1ccccc1	-8.1	-18.7	-7.0	-2.9	-0.6	21.3	1.7	-11.0
O=C(NCc1cccs1)C(=O)NCC1OCCCN1S(=O)(=O)c1ccccc1 (stereo unspecified)	-5.8	-19.2	-8.8	5.9	2.1	-6.3	11.6	-2.6
COc1cc(CN2CCCC(C(=O)c3ccc(C(C)(C)C)cc3)C2)cc(OC)c1O (stereo unspecified)	4.9	1.3	1.7	14.7	0.7	40.6	14.3	-4.0
CS(=O)(=O)N1CCN(c2ccc([N+](=O)[O-])c(NCc3ccc(Cl)cc3)c2)CC1	2.8	12.1	-1.9	0.8	1.5	6.2	34.1	28.9
Cc1nn(C)cc1CNC(=O)c1cc2n(n1)C(C(F)(F)F)CC(c1cccs1)N2 (stereo unspecified)	-4.6	-10.2	1.3	-0.7	8.2	2.2	7.7	3.9
COc1cc(S(=O)(=O)Nc2ccccc2N2CCCCC2)ccc1NC(C)=O	-1.0	-16.6	0.1	0.6	0.8	-9.0	8.5	-2.2
Cc1nc2c(c(C)c1C#N)C(=O)c1ccccc1-2	-10.0	6.6	5.6	-5.5	0.8	-2.0	17.1	9.0
CC(C)(C)OC(=O)N/N=C/c1ccc(Br)cc1	0.2	-7.8	3.1	2.6	-0.1	1.0	5.4	-4.5
CC(=O)Nc1ccc(S(=O)(=O)Nc2cccc(C(=O)Nc3ccccc3C(=O)O)c2)cc1	3.8	-8.9	-1.6	5.6	0.2	5.5	11.4	9.9
CC(C)OC(=O)Cn1nc(C(c2ccccc2)c2ccccc2)oc1=O	-2.8	7.5	4.0	17.6	-2.9	11.1	15.9	-2.3
Cc1ccc2[nH]c(O)c(N=NC(=O)C3CC3c3ccccc3)c2c1Br (stereo unspecified)	-9.6	11.0	4.4	24.9	0.3	3.5	16.7	8.3
CC(=O)N(C)c1ccc(NC(=S)Nc2ccccc2)cc1	-6.1	-7.2	5.5	3.0	-0.3	1.8	13.4	-2.4
O=C(O)c1ccc(C(=O)C(=O)c2ccccc2)cc1	-1.3	66.4*	16.7	-6.5	2.1	-34.0	15.3	37.9

Rows are unselected; overall some 3.6% were active at least once.
